S-ASM inh – human S-ASM enzyme inhibition. P17405. placental ASM, HMU-PC fluorogenic substrate, 60 min. Potency, µM (series often up to 57.5 µM), for the others: top-dose activity change, negative = inhibition, usual class: inhibitors. 340,000 compounds, 0.006% hits. AID 504937; note: potency is the fitted concentration of half-maximal effect
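Fluorescence read-out (Ex 386 nm, Em 447 nm) after stopping the reaction at pH 10. Enzyme: ASM from human placenta; substrate HMU-PC0, 9 uM final; 60 min, 37 °C. Compound preincubation 10 min, ambient temperature.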
GALK inh – inhibitors of human galactokinase; P51570; Purified GALK, Kinase-Glo residual ATP luminescence; Potency, µM (top dose mostly 57.5 µM), inactives show top-dose activity change, negative = inhibition, actives largely listed as inhibitors; 270,000 compounds, 0.007% hits; AID 1868; note: potency is the fitted concentration of half-maximal effect; % is set by controls: 0 for no effect and ±100 for the full control effect
Target sequence (P51570 whole entry, looked up): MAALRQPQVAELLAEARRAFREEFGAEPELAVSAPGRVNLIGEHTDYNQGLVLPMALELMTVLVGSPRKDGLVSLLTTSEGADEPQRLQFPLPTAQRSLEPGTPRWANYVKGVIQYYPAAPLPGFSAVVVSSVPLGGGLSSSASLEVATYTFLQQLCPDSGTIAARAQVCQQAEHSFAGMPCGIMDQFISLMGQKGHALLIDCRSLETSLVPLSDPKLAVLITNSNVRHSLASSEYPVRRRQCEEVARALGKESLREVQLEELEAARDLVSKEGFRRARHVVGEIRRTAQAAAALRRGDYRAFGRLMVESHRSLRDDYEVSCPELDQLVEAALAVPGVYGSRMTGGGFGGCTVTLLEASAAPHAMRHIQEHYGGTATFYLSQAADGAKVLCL
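The enzyme phosphorylates galactose (100 uM) using ATP (35 uM); inhibition is detected as higher residual ATP, quantified by bioluminescence after 1 h reaction at room temperature, pH 8.0.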
MBNL1-CUG inh – blocks human MBNL1 binding to CUG repeat RNA | TR-FRET MBNL1-His/biotin-(CUG)12 binding, 665/545 ratio | Potency, µM (titrated, usually from 57.5 µM), without a hit: at the highest dose activity change, negative = inhibition, usual class: inhibitors | 280,000 compounds, 0.036% hits | AID 2675; active = well fitted inhibition curve with a large enough effect in the signal ratio, with a control signal flat, not every such curve was filed as active; inconclusive = small, poorly fitted or top-dose-only effect, or effect the other way, or a change in a side signal; inactive = no such curve, though single readings can be large or run the other way; the % refers to the signal ratio; note: potency is the fitted concentration of half-maximal effect; % is set by controls: 0 for no effect and ±100 for the full control effect
Target sequence (Q9NR56 whole entry, looked up): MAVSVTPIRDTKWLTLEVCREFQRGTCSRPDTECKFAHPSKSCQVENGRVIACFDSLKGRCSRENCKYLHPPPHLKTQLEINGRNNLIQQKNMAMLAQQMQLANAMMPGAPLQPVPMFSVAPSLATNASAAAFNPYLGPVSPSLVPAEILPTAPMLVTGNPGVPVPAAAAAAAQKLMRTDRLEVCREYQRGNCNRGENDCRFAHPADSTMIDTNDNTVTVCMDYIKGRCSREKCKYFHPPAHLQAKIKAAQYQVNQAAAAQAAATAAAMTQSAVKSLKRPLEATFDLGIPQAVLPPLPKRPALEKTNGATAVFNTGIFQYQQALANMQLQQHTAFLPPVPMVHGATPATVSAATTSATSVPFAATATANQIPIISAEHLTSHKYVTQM
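TR-FRET between His-tagged MBNL1 and biotin-(CUG)12 RNA, detected with Tb anti-His antibody (0.055 ng/ul) and streptavidin-XL665 (5 nM), 60 min at room temperature. Compounds titrated 92 nM to 58 uM; 665/545 nm ratio normalized to buffer and complex controls.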
A-T KAP1 phos – candidate therapy for ataxia-telangiectasia. AID 485349. 320,000 compounds, 0.19% hits. Potency, µM (top dose mostly 57.5 µM), inactives show top-dose activation, hits mostly activators. […] A-T fibroblasts, KAP-1 phosphorylation AlphaLISA; neocarzinostatin DNA damage 30 min before lysis; note: potency is the fitted concentration of half-maximal effect; % of control where 0% means no effect; nearly all actives have a fitted effect of over 45% in size
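ATM-like activity read as KAP-1 phosphorylation via AlphaLISA donor/acceptor antibody pairs after lysis and 6 hr at 25C. Cells were ATM-null patient fibroblasts ([…], hTERT), dosed 60 min, then exposed to the DSB inducer NCS for 30 min.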
a7 integrin act – activators of alpha7 integrin expression for muscular dystrophy; AID 624291; Potency, µM (series often up to 38.3 µM), for the others: top-dose activation, hits mostly activators; 350,000 compounds, 0.064% hits; alpha7betagal myoblasts, beta-gal FDG fluorescence, 48 h;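 note: potency is the fitted concentration of half-maximal effect; 100% = response of the positive control SU9516; nearly all actives have a fitted effect of over 60% in size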
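Alpha7betagal+/- myoblasts (passage 13) were plated 16-24 hr, then exposed to compounds (1:260 dilution of DMSO stock) for 48 hours at 37C. After MPER lysis, β-galactosidase reporter activity was read as FDG fluorescence (ex 480/em 540) after 30 minutes.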
KCNH2 WT inh – KCNH2 (human, wildtype) channel inhibition. Q12809. U2OS, BacMam KCNH2, thallium flux FluxOr; active compounds read low. AID 720551. 340,000 compounds, 0.37% hits. activity change, % at 1.84 µM;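 active = maximum activity change below -70%; inconclusive = maximum activity change between -70% and -50%; inactive = maximum activity change above -50%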; note: % is set by controls: 0 for no effect and ±100 for the full control effect
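U2OS cells transduced with wild-type KCNH2 virus are loaded with FluxOr dye for 45 min, and thallium flux is measured in kinetic reads before and after stimulation buffer. Rate constants are normalized to DMSO controls.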
KCNH2 3.1 inh – inhibitors of human KCNH2 3.1 potassium channel isoform; 340,000 compounds, 0.95% hits; U2OS KCNH2 3.1, thallium flux FluxOr; active compounds read low; activity change, % (tested at about 1.8 µM);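 active = maximum activity change below -70%; inconclusive = maximum activity change from -70% to -50%; inactive = maximum activity change above -50%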;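 note: thallium influx rate constant from kinetic fluorescence after stimulation buffer; % is set by controls: 0 for no effect and ±100 for the full control effect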
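Normalized rate constant (relative to positive and negative DMSO controls) derived from a 2 min kinetic fluorescence read after stimulation; U2OS cells expressing the 3.1 isoform via virus at 1.77 x 10^8 /mL.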
TRPV1 ag – human TRPV1 agonism. Q8NER1. TRPV1-expressing cells, Fluo-8 calcium influx, agonist mode. activation, % at 8.33 µM. 320,000 compounds, 0.19% hits. AID 540275; in the data active = activation above about 80%; inconclusive = between about 30% and that limit; note: 0% is about no effect
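TRPV1-expressing cells were cultured overnight at 35.5C and loaded with Fluo-8 calcium dye for 40 to 90 min at room temperature. After a 10 s baseline, compound was added and calcium influx was read kinetically for 3 min (ex 480/em 520 nm).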
MLL CXXC-DNA inh – MLL CXXC-DNA interaction inhibition | MLL-CXXC / FITC-HOXA9 DNA fluorescence polarization | Potency, µM (series often up to 115 µM), for the others: top-dose activity change, negative = inhibition, usual class: inhibitors | 290,000 compounds, 0.037% hits | AID 2662; active = well fitted inhibition curve with a large enough effect in the polarisation, with a control signal flat, not every such curve was filed as active; inconclusive = small, poorly fitted or top-dose-only effect, or effect the other way, or a change in a side signal; inactive = no such curve, though single readings can be large or run the other way; the % refers to the polarisation; note: potency is the fitted concentration of half-maximal effect
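Steps: dispense CXXC domain solution (7 uM) → pin compounds or unlabeled HOX-A9 DNA control → 5 min ambient → add FLSN-HOX-A9 solution (50 nM) → spin → 30 min ambient → fluorescence polarization. Tris pH 7.5/NaCl/DTT/BSA buffer.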
FBPA coupling cs – inhibits coupling enzyme system, counter-screen for aldolase hits. coupling enzyme system counterscreen, AmpLite Red fluorescence. activity change, negative = inhibition, % at 58.2 µM, hits read low. 290,000 compounds, 0.67% hits. AID 2472; in the data active = activity change below about -30%; note: % is set by controls: 0 for no effect and ±100 for the full control effect
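Coupling enzymes only (glyceraldehyde-3-phosphate) + compound, at 57.5 uM final, 10 min RT; add substrate/coupling/AmpLite Red mix, 20 min RT; fluorescence ex 525/em 598 nm. Actives flag coupling-system interference.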
An asterisk follows results filed as active; ? = inconclusive; . = not tested or not shown; [ ] = remark or other dose. Unless noted, calls come from the whole dose curve; as a rule, active = well fitted curve in the direction sought with a large enough effect; inconclusive = small, poorly fitted or top-dose-only effect, or another doubt; inactive = no such curve, though single readings can be large; an effect the other way counts as inactive or inconclusive.

SMILES	S-ASM inh	GALK inh	MBNL1-CUG inh	A-T KAP1 phos	a7 integrin act	KCNH2 WT inh	KCNH2 3.1 inh	TRPV1 ag	MLL CXXC-DNA inh	FBPA coupling cs
Nc1nc(SCC(=O)Nc2ccc([N+](=O)[O-])cc2)[nH]c(=O)c1NC(=O)c1ccc(Br)cc1	2%	-5%	-2%	-4%	22%	-2	-11	1	23%	.
CCN(CC)C(=O)CSc1nc2ccccc2c(=O)n1CC	10%	-1%	14%	.	-15%	2	-12	4	-1%	2
CCn1cc(C2=NOC(C(=O)Nc3ccc4c(c3)OCO4)C2)c(C)n1 (configuration not stated)	0%	-1%	-7%	-5%	-25%	-40	-16	0	-4%	4
CCCCCCCCCC[n+]1cccc2c3ccccc3ccc21	148%[activator]	-1%	?	-3%	?	-19	-10	2	25%	6
Cc1cc(C)n(C(C)CNS(=O)(=O)c2ccc(C)c(C)c2)n1 (configuration not stated)	6%	4%	-5%	1%	?	-9	17	1	7%	0
CCN(CC)C(=O)c1c(C)nc2ccccn12	3%	-3%	-5%	4%	14%	-28	-3	-1	11%	-3
O=C(Nc1ccccc1)c1ccc(C(=O)Nc2ccccc2)nc1	5%	9%	-11%	0%	-7%	8	7	19	6%	2
CN1C(=O)C(O)(CC(=O)/C=C/C=C/c2ccccc2)c2ccccc21 (configuration not stated)	4%	0%	?	.	-30%	-4	12	-3	-10%	5
COc1ccc(OCC(=O)NNC(=O)c2cccnc2)cc1	5%	1%	-9%	1%	30%	3	0	-6	-6%	0
O=C1OCCC1Sc1nc2cc(Cl)ccc2s1 (configuration not stated)	0%	-2%	-7%	-1%	4%[7.66 µM]	-14	5	12	6%	1
COc1cccc(/C=N/n2cncn2)c1OCC#N	6%	-2%	7%	9%	11%	-14	19	4	-2%	2
CC(Oc1ccccc1)C(=O)N1CCCc2ccccc21 (configuration not stated)	2%	-1%	1%	8%	-10%[7.66 µM]	-4	13	-5	0%	2
Cc1cc(NC(=O)CSc2nnnn2-c2ccccc2C)no1	-1%	-6%	0%	20%	8%	-13	.	-3	-4%	.
COc1ccc(C(=O)NN/C(=N/S(=O)(=O)c2ccc(C)cc2)c2ccccc2)cc1	1%	1%	2%	10%	8%	1	15	?	13%	1
O=C(CN1C(=O)NC2(CCCCCC2)C1=O)NCc1ccco1	3%	-1%	1%	-6%	21%	1	13	-3	8%	4
O=C1CSC(c2cccnc2)N1Cc1ccc(Cl)cc1Cl (configuration not stated)	1%	0%	-6%	6%	-2%	4	7	3	-1%	6
O=C(N/N=C/c1cccnc1)c1ccccc1OCc1cccc(Br)c1	-5%	0%	9%	5%	8%	0	-7	11	-5%	0
c1ccc(C2=Nn3c(nnc3-c3n[nH]c4c3CCC4)SC2)cc1	-18%	0%	-6%	10%	?	0	-27	22	9%	-18
NC(=O)c1c(NC(=O)c2ccco2)sc2c1CCC2	7%	3%	9%	.	15%	4	1	-4	9%	0
COc1ccc(C(=O)Nc2ccnn2C2CCN(Cc3ccccn3)CC2)cc1	8%	0%	4%	0%	12%	-3	2	2	4%	-2
O=C(CN1CCCCC1)Nc1cccc(-n2cnnn2)c1	2%	1%	-7%	-2%	6%	4	-5	0	2%	2
COc1ccc(C(=O)Nc2ccccc2-c2nnn(CC(=O)NCc3ccco3)n2)cc1	1%	-1%	-3%	0%	-31%	-12	-2	12	1%	-3
O=C1/C(=C/c2cccs2)CCc2ccccc21	-4%	4%	14%	.	-21%	-3	-7	9	1%	2
Clc1ccccc1-c1nnc(-c2ccccc2Cl)o1	-3%	-3%	-7%	7%	-5%	-14	18	12	7%	1
O=c1[nH]c2ccccc2nc1-c1c[nH]c2ccccc12	.	3%	6%	33%	?	2	3	7	?	-3
CCOc1ccc(CN(C)C(=O)c2cc(S(=O)(=O)N3CCCC3)ccc2C)cc1	0%	.	.	14%	-7%	2	0	2	.	.
Cc1ccc(C(C)C)c(OCCNS(C)(=O)=O)c1	-2%	0%	-6%	.	-21%	3	-35	1	1%	-3
c1ccc(C2CNCCc3ccccc32)cc1 (configuration not stated)	3%	-2%	2%	-9%	?	-6	3	2	0%	0
O=C1CC(NNC(=O)c2cccc(F)c2)C(=O)N1 (configuration not stated)	4%	0%	.	-8%	31%	-6	31	1	-3%	5
COc1cccc(C2NC(C)(C(=O)O)C3C(=O)N(C(C)C)C(=O)C23)c1O (configuration not stated)	-5%	3%	-10%	6%	11%	-2	5	-3	-8%	-2
CC12CCC(C(=O)O)(c3nc4cc([N+](=O)[O-])ccc4nc31)C2(C)C (configuration not stated)	6%	4%	?	0%	9%	5	4	1	1%	5
COc1cccc(/C=N/Nc2nc(Nc3ccccc3)nc(-n3nc(C)cc3C)n2)c1O	?	1%	-3%	2%	-43%[inhibitor]	-30	-29	0	63%[activator]	-4
COC(=O)c1sccc1NC(=S)OC	-1%	0%	1%	10%	?	3	5	3	9%	3
CCOC(=O)c1sc(=NC(=O)C2CC2)n(C)c1C	13%	0%	5%	-1%	36%	-15	5	-1	-5%	0
COc1ccc(N2CCN(C(=S)Nc3cccc(OC)c3)CC2)cc1	0%	-7%	-12%	-6%	-31%	-9	6	17	5%	4
CCCCOc1cccc(C2/C(=C(\O)c3ccc4c(c3)OCCO4)C(=O)C(=O)N2CCN2CCOCC2)c1 (configuration not stated)	-3%	5%	14%	-11%	8%	-8	-7	2	8%	.
CN(C)CC1CC/C(=C\c2ccc(O)cc2)C1=O (configuration not stated)	-1%	.	.	.	-59%[inhibitor]	6	-12	.	.	.
CCC(C)c1ccc(NC(=O)N2CCN(C(=O)C3CCCO3)CC2)cc1 (configuration not stated)	-4%	4%	-1%	9%	-9%	0	17	28	-5%	-1
Cc1ccc(C2CC(C(F)(F)F)n3nc(C(=O)NCC4CCCO4)cc3N2)cc1 (configuration not stated)	.	1%	4%	15%	.	.	.	0	6%	2
CCOC1(/N=C(\C)NS(=O)(=O)c2ccc(Cl)cc2)C(C)=CC(=O)C=C1C	8%	11%	-15%	-1%	12%	17	-99*	3	4%	0

Complete entries as entered above.
Entry for CN(C)CC1CC/C(=C\c2ccc(O)cc2)C1=O (configuration not stated) = S-ASM inh = -1%; GALK inh = .; MBNL1-CUG inh = .; A-T KAP1 phos = .; a7 integrin act = -59%[inhibitor]; KCNH2 WT inh = 6; KCNH2 3.1 inh = -12; TRPV1 ag = .; MLL CXXC-DNA inh = .; FBPA coupling cs = .
Entry for Cc1ccc(C2CC(C(F)(F)F)n3nc(C(=O)NCC4CCCO4)cc3N2)cc1 (configuration not stated) = S-ASM inh = .; GALK inh = 1%; MBNL1-CUG inh = 4%; A-T KAP1 phos = 15%; a7 integrin act = .; KCNH2 WT inh = .; KCNH2 3.1 inh = .; TRPV1 ag = 0; MLL CXXC-DNA inh = 6%; FBPA coupling cs = 2

(further entries)
SMILES	S-ASM inh	GALK inh	MBNL1-CUG inh	A-T KAP1 phos	a7 integrin act	KCNH2 WT inh	KCNH2 3.1 inh	TRPV1 ag	MLL CXXC-DNA inh	FBPA coupling cs
CC(C)C(=O)Nc1ccc(NC(=O)c2cccs2)cn1	0%	7%	0%	11%	16%	-7	7	1	13%	-44*
Cc1ccc(C(=O)OC(C)C(=O)N(C)C2CCCCC2)cc1S(=O)(=O)N1CCCCC1 (configuration not stated)	2%	.	.	0%	-41%	-3	-14	24	.	.
O=C(Nc1ccc(-n2ccc(C(F)(F)F)n2)cc1)c1cccs1	-2%	3%	-3%	18%	-16%	-21	-4	?	12%	.
COC(=O)c1sccc1NC(=O)CC1C(=O)NCCN1C(=O)c1ccc(F)cc1 (configuration not stated)	-3%	-1%	-3%	-2%	12%	6	4	-6	-3%	-4
CC1CCc2c(sc(NC(=O)c3nc4ncccn4n3)c2C#N)C1 (configuration not stated)	0%	0%	12%	-6%	16%	3	-13	0	-2%	3
CCC(C)(C)NC(=O)c1ccc2c(c1)N(CC(=O)N1CCCC1)C(=O)C(C)(C)O2	2%	-2%	3%	1%	-41%	-17	-7	0	-3%	-1
CC(=O)NCc1ccc(S(=O)(=O)N2CCCN(C)CC2)cc1	-1%	-1%	-9%	24%	19%	-10	9	4	1%	2
Brc1ccc2cccnc2c1	1%	-3%	-8%	9%	13%	-3	-13	-4	0%	2
CCc1ccc(NC(=O)CSc2nc3ccccc3nc2N2CCCCC2)cc1	9%	.	11%	-8%	11%	-8	-8	19	.	-2
COc1ccc(N2C(=O)C(CC(=O)Nc3ccc(Cl)cc3)N(NC(=O)c3cccc(F)c3)C2=S)cc1 (configuration not stated)	-7%	2%	-6%	-4%	2%	10	7	2	4%	8
Cc1cc(-c2nc(C)c(-c3nnc(SCC(=O)Nc4ccc(Cl)cc4)n3C)s2)no1	1%	6%	4%	8%	?	7	-11	-7	?	-1
CC(=O)Nc1ccc(NC(=O)CCCCCn2nnc3ccccc3c2=O)cc1	-4%	1%	12%	-2%	?	2	14	2	?	-2

Bioassay records deposited in PubChem by National Center for Advancing Translational Sciences (NCATS).
